From PubChem
INS-1E GSIS act – GLuc luminescence reporter in INS-1E cells, primary screen for activators of glucose-dependent secretion of insulin; activation, % at 16.6 µM; actives 0.61% (n = 370,000); INS-1E GLuc reporter insulin secretion, 2-3 h;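 active means lowest replicate activation of at least 40%, so every replicate reaches that level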;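 further: 0% = median of neutral control wells and 100% = median of IBMX positive control wells; some compounds called inactive have numbers as strong as hits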
RAD52 anneal inh – RAD52 DNA annealing inhibitors, primary screen, biochemical, FRET, single point, set 2; DNA repair protein RAD52 homolog (Homo sapiens), P43351; recombinant RAD52 DNA annealing, FRET fluorescence; inhibition, % at 18.7 µM; actives 0.46% (n = 360,000); AID 651710, 2012;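 active means every replicate showing at least 50% inhibition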
ARNT TACC3 PPI – disruptors of ARNT/TACC3 protein interaction, primary screen, biochemical, AlphaScreen, single concentration; Transforming acidic coiled-coil-containing protein 3 (Homo sapiens), Q9Y6A5; AID 623870, 2012; inhibition, % at 9.99 µM; AlphaScreen His-ARNT PAS-B/GST-TACC3 binding, luminescence; TACC3 fragment carries E629A point mutation; actives 0.66% (n = 390,000);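 active means mean inhibition of replicates at least 50% and at least half of replicates each reaching 50%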;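 further: 0% = complete ARNT plus TACC3 wells and 100% = ARNT alone without TACC3; many hits fall short of the cut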
RAD54 branch – inhibitors of human RAD54 branch migration, primary screen, biochemical, fluorescence, single point; DNA repair and recombination protein RAD54-like (Homo sapiens), Q92698; RAD54 Holliday junction branch migration, FAM/BHQ fluorescence; inhibition, % at 10.4 µM; actives 0.14% (n = 360,000); AID 602329, 2012;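 active means mean normalized replicate activity at least 40 and at least half of replicates scoring 40 or more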;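 further: 0% = median of neutral control wells and 100% = median of positive control wells; inhibitors cause a drop in the FAM fluorescence signal; in these data hits start at about 50%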
ERAP1 inh – human ERAP1 aminopeptidase inhibitors, primary screen, biochemical, single point, plate reader; Endoplasmic reticulum aminopeptidase 1 (Homo sapiens), Q9NZ08; recombinant ERAP1, Leu-AMC fluorescence, 60 min; inhibition, % at 10.7 µM; actives 0.15% (n = 340,000); AID 652197, 2013;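 active means mean replicate inhibition of at least 30%, or all replicates individually reaching that 30% level; inactive means mean below 30% and not every replicate reaching it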;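 further: 0% = neutral control wells and 100% = L-leucinethiol positive control wells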
Target sequence (Q9NZ08 whole entry, looked up): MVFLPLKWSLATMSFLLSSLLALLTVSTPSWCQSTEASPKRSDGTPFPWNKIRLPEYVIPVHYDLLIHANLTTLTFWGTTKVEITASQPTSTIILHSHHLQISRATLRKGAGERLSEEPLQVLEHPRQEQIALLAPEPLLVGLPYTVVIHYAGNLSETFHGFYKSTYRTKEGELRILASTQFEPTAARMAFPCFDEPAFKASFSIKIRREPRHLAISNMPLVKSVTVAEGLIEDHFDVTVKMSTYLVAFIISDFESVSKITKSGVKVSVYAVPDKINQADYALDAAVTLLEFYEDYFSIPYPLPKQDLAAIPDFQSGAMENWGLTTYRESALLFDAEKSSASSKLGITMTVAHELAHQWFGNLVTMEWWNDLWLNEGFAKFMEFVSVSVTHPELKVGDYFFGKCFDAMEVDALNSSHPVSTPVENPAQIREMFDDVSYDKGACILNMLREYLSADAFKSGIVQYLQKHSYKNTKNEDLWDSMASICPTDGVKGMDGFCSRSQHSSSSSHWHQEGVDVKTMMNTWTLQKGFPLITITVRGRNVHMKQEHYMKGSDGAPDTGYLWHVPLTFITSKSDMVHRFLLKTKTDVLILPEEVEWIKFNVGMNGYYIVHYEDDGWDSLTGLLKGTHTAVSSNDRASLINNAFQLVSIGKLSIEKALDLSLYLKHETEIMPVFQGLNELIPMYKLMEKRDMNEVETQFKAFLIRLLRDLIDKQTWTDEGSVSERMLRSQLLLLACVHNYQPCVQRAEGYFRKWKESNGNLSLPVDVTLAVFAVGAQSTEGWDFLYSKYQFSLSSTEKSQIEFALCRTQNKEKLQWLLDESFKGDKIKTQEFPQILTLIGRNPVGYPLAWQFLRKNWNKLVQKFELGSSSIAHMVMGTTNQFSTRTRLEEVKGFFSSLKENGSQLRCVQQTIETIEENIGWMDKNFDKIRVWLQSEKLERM
XiGFP reactiv – activators of inactive X chromosome reactivation, primary screen, imaging, XiGFP fibroblasts, GFP high-content imaging, set 2 | XiGFP mouse fibroblasts, % GFP-positive cells imaging, 3 d; cells co-treated with 5-aza-dC sensitizer; scaled so ellipticine positive control = 100% | activation, % at 7.58 µM | actives 0.055% (n = 360,000);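 active means mean normalized replicate activation at least 10% and every replicate at or above 10%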;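 further: 0% = median of on-plate neutral control wells and 100% = ellipticine 6 µM median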
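System: SV40-immortalized XiGFP fibroblast cells, line 68-5-11 / Incubation: 3-day compound exposure, then 15 min fixation at room temperature / Compound: single concentration per compound, delivered by pin transfer / Buffer or medium: DMEM plus 5-aza-dC sensitizer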
CFTR F508del cor – F508del CFTR correction, initial screen, CFBE line, single point; CFBE cells, YFP halide quenching; stimulated with forskolin plus potentiator P3; % fluorescence drop versus neutral controls; activity (quench increase), % at 7.58 µM; actives 0.36% (n = 350,000); AID 720511, 2013;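 active means mean added fluorescence quench of at least 8% versus neutral control, with both replicates also reaching 8%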;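 further: cells transiently co-express mutant CFTR-F508del with the halide-sensitive YFP; corrector assay measuring rescue of mutant channel to the surface after 24 h compound exposure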
esBAF inh – Bmi1 luciferase reporter increase in mESCs, primary screen, esBAF inhibitor project, mouse ES cells, Bmi1 luciferase knock-in, single point; 24 h; 100% = twice the neutral-well signal; reporter increase, % at 12.5 µM; actives 2% (n = 350,000); AID 602393, 2012; in the data active means activation above about 40%;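 further: 0% = median of the plate's neutral control wells and 100% = double that signal; a rise in the Bmi1 reporter signal indicates esBAF inhibition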
* = called active by the depositor; nt = not tested or not shown; & = joins results of further samples.

Each structure is followed by: CFTR F508del cor	esBAF inh	ERAP1 inh	RAD54 branch	ARNT TACC3 PPI	RAD52 anneal inh	XiGFP reactiv	INS-1E GSIS act
- NC(=O)c1ccc2c(=O)n3c(-c4cccs4)csc3nc2c1
  -1.4	35.6	nt	-11.4	10.3	-5.1	-0.3	-0.7
- O=C(C[C@H]1C=C[C@@H](NC(=O)Nc2ccc(C(F)(F)F)cc2)[C@@H](CO)O1)NCc1cccc(F)c1
  -2.8	2.8	nt	nt	nt	nt	-0.2	-26.8
- COc1cc(OC)c(OC)cc1/C=C1/Cc2ccccc2C1=O
  -1.1	2.5	1.0	-24.3	-18.0	-406.7	0.2	0.2
- CCOc1ccc2nc(NC(=O)C34CC5CC(CC(NC(C)=O)(C5)C3)C4)sc2c1
  -0.2	57.6*	-1.7	-5.0	-7.0	-12.6	-0.1	-15.1
- CC1(C(=O)NS(=O)(=O)c2ccccc2)CCN1C(=O)c1ccc(C2CCCCC2)cc1 (configuration not stated)
  0.3	-6.1	2.5	2.7	nt	-5.2	-0.2	-5.2
- NC(=O)c1ncc(C(F)(F)F)cc1Oc1cccnc1
  -1.2	nt	9.5	nt	-12.2	-7.0	0.0	-10.0
- CCc1ccc(OC(C)C(=O)Nc2ccccc2C(=O)N2CCOCC2)cc1 (configuration not stated)
  1.2	6.1	0.1	4.5	6.9	-5.5	0.3	14.2
- O=C(Nc1ccc(F)cc1)C(CCc1ccccc1)N1CCN(Cc2c(F)cccc2Cl)CC1 (configuration not stated)
  -1.1	nt	nt	nt	nt	-16.9	0.0	-13.7
- O=C(CN1CCOCC1)Nc1ccc([N+](=O)[O-])cc1
  0.9	1.9	-1.7	6.4	-11.0	-4.3	0.0	4.5
- CCOCc1nnc(NC(=O)c2c(-c3ccccc3)noc2C)s1
  -1.4	4.7	-1.6	-5.4	-1.2	2.6	0.0	0.6
- Cc1nnsc1-c1c(C(=O)Oc2ccccc2)c(C)nn1-c1ccccc1
  -0.1	nt	1.3	-0.6	nt	-16.1	0.0	-36.6
- COc1ccc(C2c3[nH]c4ccccc4c3CCN2Cc2cccn2-c2ncccn2)cc1C (configuration not stated)
  5.5	1.4	-3.8	-0.7	2.9	-12.0	0.0	-20.8
- Cc1noc(C)c1NC(=O)N(C)C[C@@H]1Oc2ncc(C#Cc3cccc(F)c3)cc2C(=O)N([C@H](C)CO)C[C@@H]1C
  2.3	-0.8	3.5	0.6	-2.9	9.6	-0.3	10.4
- Cc1cccc(NC(=O)/C=C/c2ccc([N+](=O)[O-])s2)c1
  -8.1	nt	0.5	nt	1.0	-13.3	80.9*	10.3
- COc1cccc(C(=O)N=c2sc3cc(S(C)(=O)=O)ccc3n2C)c1
  nt	nt	8.3	nt	8.8	-6.6	0.0	-2.5
- CCN(CCC#N)c1ccc(/C=N/Nc2nc(C)cc(=O)[nH]2)c(C)c1
  -4.5	nt	1.0	nt	-2.5	-17.7	0.3	0.8
- O=C(C[C@@H]1CC[C@@H]2[C@H](COC[C@H](O)CN2S(=O)(=O)c2ccccc2)O1)Nc1ccccc1
  6.2&2.1	1.6	-4.1	15.2	1.1	-14.7&-12.2	0.0&0.1	5.3&7.9
- CCN(CC(=O)Nc1ccc(NC(C)=O)cc1)C(=O)c1cccc(S(=O)(=O)N2CCc3ccccc3C2)c1
  0.4	0.1	0.0	-9.7	5.9	-6.3	-0.1	-6.6
- CCCCSc1nc(N)c(C#N)c(-c2cccs2)c1C#N
  -0.8	-3.7	-2.4	9.6	1.2	-11.9	nt	2.1
- CCN(CC(=O)Nc1ccc(C)c(S(=O)(=O)N(C)C)c1)Cc1ccccc1
  1.4	6.3	-9.0	-2.0	-1.7	-15.0	0.1	-29.5
- COc1ccc(CN2CCC(C(=O)c3cccc(Cl)c3)CC2)cc1
  -3.1	-11.4	3.4	-10.1	2.7	-6.5	0.1	-12.5
- O=C(O)[C@@H]1[C@@H](CO)[C@@H]2Cn3c(ccc(/C=C/c4ccccc4)c3=O)[C@@H]2N1Cc1ccc2c(c1)OCO2
  nt	17.6	-19.0	5.8	8.8	-59.5	0.0	-3.5
- CN(C)S(=O)(=O)c1cccc(NC(=O)CSc2ncnc3ccccc23)c1
  -0.9	nt	-0.2	nt	3.5	-60.0	0.1	-8.8
- CCCn1c(C(C)NC(=O)c2ccccc2)nc2ccccc21 (configuration not stated)
  nt	3.0	nt	-11.7	-4.4	nt	nt	12.0
- Nc1cc(N)cc(Cc2ccccc2)c1
  0.3	2.9	11.3	-2.9	nt	-1.7	0.1	5.3
- CCCc1cn(CC[C@H]2CC[C@H](NS(=O)(=O)c3ccc(-c4ccccc4)cc3)[C@@H](CO)O2)nn1
  0.5	7.0	-4.6	2.4	-3.6	9.7	-0.5	-21.7
- CC(=O)Nc1ccc(-n2nnnc2SCC(=O)NCc2cccs2)cc1
  1.0	nt	-5.5	nt	-1.8	-17.8	-0.5	-12.6
- COc1ccccc1-c1cnc(C(O)c2ccc(CN3CCCCC3)cc2)[nH]1 (configuration not stated)
  1.0	-8.2	1.8	-13.3	nt	6.2	-0.1	-5.5
- COCCNC(=O)CN1C(=O)NC2(CCCCCC2)C1=O
  -1.2	nt	-0.7	nt	0.2	4.0	0.1	22.4
- COc1ccc(S(=O)(=O)Nc2ccc3c(c2)C(=O)N([C@H](C)CO)C[C@@H](C)[C@@H](CN(C)C(=O)NC2CCCCC2)OCCCC[C@@H](C)O3)cc1
  -3.3	18.2	1.2	-3.7	-3.3	-29.4	0.0	-50.2
- O=C(CCn1c(=O)sc2ccccc21)Nc1cccnc1
  1.2	-0.2	-3.1	7.4	23.7	-13.9	nt	8.1
- O=C(Nc1ccc2c(c1)nc1n2CCN(C2CCCCC2)C1)c1ccco1
  0.4	20.1	-6.2	-4.8	6.2	-21.4	-0.1	-1.8
- Cc1ccc(-n2c(SCC(=O)NCC3CCCO3)nc3ccccc3c2=O)cc1C (configuration not stated)
  -2.8	nt	4.8	nt	-4.8	7.3	-0.1	-2.4
- C(=Cc1cnc2ccccc2n1)c1ccc2c(c1)OCO2
  3.4	-83.1	-0.4	-12.9	nt	-25.5	0.9	2.6
- O=C(COc1ccc([N+](=O)[O-])cc1)Nc1ccc(N2CCCC2)cc1
  nt	nt	-3.0	nt	-8.5	-7.2	0.2	7.9
- C[C@@H]1CN([C@@H](C)CO)C(=O)c2cc(NC(=O)C3CCCCC3)ccc2O[C@@H](C)CCCCO[C@H]1CN(C)S(=O)(=O)c1ccccc1
  2.9	-7.4	0.0	1.8	1.2	-31.0	0.0	-11.9
- CCOc1ccc(Cn2nnc(-c3ccc(S(C)(=O)=O)cc3)n2)cc1OCC
  0.1	6.3	-4.7	4.4	-0.2	-17.4	-0.1	-0.8
- CCCN1CCN(c2ncnc3c2nnn3Cc2ccccc2)CC1
  nt	-2.1	nt	-5.1	-2.2	nt	nt	-2.1
- COc1ccc(/C=C2/NC(=O)N(CC(=O)Nc3cccc(C)c3)C2=O)cc1O
  1.0	-7.8	-1.4	-1.0	0.1	-1.6	0.1	-7.4
- C[C@@H]1CN([C@@H](C)CO)C(=O)Cc2cc(NC(=O)C3CC3)ccc2O[C@H]1CN(C)Cc1ccc2c(c1)OCO2
  2.7	-1.6	0.2	7.3	-1.0	8.6	1.0	4.6
- CC1CC(C)CN(C(=O)c2ccc3c(c2)OCCO3)C1 (configuration not stated)
  0.8	7.8	-1.4	10.0	-4.8	-1.3	0.3	-1.2
- CN1[C@@H]2CN(C(=O)C3CCCCC3)c3ccccc3[C@@H]2[C@@H]1CO
  0.2	4.5	4.3	4.2	-13.6	-0.1	0.2	7.5
- O=C(c1ccccc1)N1CCN(C(=O)c2cc3ccccc3oc2=O)CC1
  -1.7	-3.2	-1.6	-4.3	-3.9	-14.8	-0.1	17.1
- CO[C@H](CN(C)Cc1nccs1)[C@@H](C)CN([C@H](C)CO)S(=O)(=O)c1ccc(F)cc1
  4.1	-3.9	-1.1	-4.6	-3.9	-9.9	0.4	4.7
- C[C@H]1CN([C@@H](C)CO)C(=O)c2ccccc2-c2ccccc2CO[C@H]1CN(C)Cc1ccc(C(F)(F)F)cc1
  -4.7	nt	7.2	nt	nt	-1.3	-0.3	-27.2
- CSc1ccc(N/N=C(/C#N)S(=O)(=O)C(C)(C)C)cc1
  0.3	nt	-3.7	nt	nt	-23.0	0.2	-50.3
- Cc1ccc(-c2nc3cccnc3s2)cc1NC(=O)c1ccco1
  3.5	13.9	-0.9	5.8	-25.3	-1.9	nt	7.5
- CN1CCN(S(=O)(=O)c2cccc(C(=O)NC3(C)CCS(=O)(=O)C3)c2)CC1 (configuration not stated)
  2.7	-6.4	-0.3	-2.2	-0.2	-14.1	0.1	2.1
- Cc1ccc2nc(-c3ccc(N)cc3)sc2c1
  -0.6	nt	-4.2	-9.1	12.4	-18.6	0.0	-3.3
- COC(=O)C[C@@H]1CC[C@@H]2[C@H](COc3ccc(NC(=O)c4ccc(C(F)(F)F)cc4)cc3C(=O)N2C)O1
  11.3*	-15.3	-3.3	-0.3	1.0	-10.6	0.1	0.7
- COc1ccc(Cl)cc1NC(=O)COC(=O)C1CC(=O)N(Cc2ccccc2)C1 (configuration not stated)
  1.9	-3.0	-8.6	-3.6	0.7	2.7	1.0	-26.7
- Cc1cccc(C(C(=O)NCc2ccc(F)cc2)N(C(=O)c2csnn2)C2CC2)c1 (configuration not stated)
  0.7	6.1	-0.3	-3.5	5.8	-22.3	0.0	-27.8
- COc1cccc(S(=O)(=O)N[C@H]2CC[C@H](CC(=O)NC3Cc4ccccc4C3)O[C@H]2CO)c1
  1.5	-4.7	-0.9	-3.8	8.0	-3.5	0.5	11.0
- CCCOc1ccc(C(=O)Nc2ccc(N3CCN(C(=O)c4ccco4)CC3)cc2)cc1
  -3.9	5.5	-2.0	-2.0	4.4	-22.8	0.3	-12.0
- O=C(Cn1nc(-c2ccccc2)ccc1=O)N1CCCCC1
  0.0	-1.9	-0.6	-6.7	3.3	12.0	0.0	nt
- Cc1cc(OCC(=O)N2CCC(O)(c3ccc(Cl)cc3)CC2)c2c(C)cc(=O)oc2c1
  0.0	-8.7	3.7	1.8	7.5	-9.8	0.2	1.2
- Cc1cc(C)nc(NC(=O)C(c2ccccc2)c2ccccc2)n1
  -5.6	-9.9	-2.9	3.3	3.0	-2.9	nt	-2.2
- C[C@H](CO)N1C[C@H](C)[C@@H](CN(C)Cc2ccc3c(c2)OCO3)Oc2c(NC(=O)C3CCCCC3)cccc2C1=O
  1.0&0.5	-1.6&-0.5	-1.5&-2.8	5.1&2.5	7.6&11.2	12.3&-10.9	-0.2&0.1	-23.8
- COc1cc(S(=O)(=O)NCC2(N3CCCCC3)CCCCC2)ccc1NC(C)=O
  2.0	6.3	-7.3	3.0	-0.5	-11.6	0.1	-13.9

Outcome played no part in choosing rows. Share with any hit: about 3.3%.
